AmpC detergent: blocks E. coli AmpC beta-lactamase in detergent assay | AmpC hydrolysis of nitrocefin, absorbance 480 nm, 0.01% Triton | P00811 | hit rate 0.041% among 370,000 | Potency, µM (series often up to 114 µM), for the others: at the highest dose activity change, negative = inhibition, usual class: inhibitors;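 also: potency is read from the fitted curve at half-maximal effect; 0% = no-compound wells and -100% = no-enzyme wells; nearly all actives have a fitted effect of over 25% in size; some results filed as inactive show a strong effect at the top dose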
Target sequence (P00811 whole entry, looked up): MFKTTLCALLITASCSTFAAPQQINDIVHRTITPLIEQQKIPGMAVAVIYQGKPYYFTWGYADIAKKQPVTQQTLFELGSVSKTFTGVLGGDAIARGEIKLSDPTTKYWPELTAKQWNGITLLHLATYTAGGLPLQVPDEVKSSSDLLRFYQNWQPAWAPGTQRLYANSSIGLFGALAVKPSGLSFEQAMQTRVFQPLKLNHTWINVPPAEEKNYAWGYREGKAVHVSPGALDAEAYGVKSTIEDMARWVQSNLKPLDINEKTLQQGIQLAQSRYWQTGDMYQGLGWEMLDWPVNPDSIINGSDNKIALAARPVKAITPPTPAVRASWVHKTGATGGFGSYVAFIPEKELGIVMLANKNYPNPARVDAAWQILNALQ
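AmpC (5.3 nM in the dispensed reagent) in 20 mM phosphate pH 7.0 with 0.01% (detergent screen) or 0.0001% Triton X-100 was preincubated with compounds for 15 min at room temperature. Nitrocefin was then added from an 800 uM solution, and hydrolysis was followed at 480 nm.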
FBPA Giardia inh: Giardia lamblia aldolase inhibition | A8B2U2 | purified Giardia FBPA | Potency, µM (top dose mostly 59.6 µM), for inactives: at the highest dose activity, negative = inhibition, most hits filed as inhibitors | hit rate 0.71% among 290,000 | AID 2451; also: potency is read from the fitted curve at half-maximal effect; % is scaled to controls: 0 for no effect and ±100 for the full control effect; nearly all actives have a fitted effect of over 55% in size
Target sequence (A8B2U2 whole entry, looked up): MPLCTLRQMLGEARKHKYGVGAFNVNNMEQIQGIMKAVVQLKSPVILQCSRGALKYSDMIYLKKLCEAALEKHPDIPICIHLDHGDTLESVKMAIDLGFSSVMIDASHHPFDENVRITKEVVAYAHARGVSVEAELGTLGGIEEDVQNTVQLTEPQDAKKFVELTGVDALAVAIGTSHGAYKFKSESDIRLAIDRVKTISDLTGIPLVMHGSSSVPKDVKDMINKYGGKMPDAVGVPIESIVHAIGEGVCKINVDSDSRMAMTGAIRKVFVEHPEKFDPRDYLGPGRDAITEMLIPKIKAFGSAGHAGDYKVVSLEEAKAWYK
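40 nM FBPA preincubated 10 min at RT with compound (up to 57.5 uM final), then substrate plus GAPDH/TPI/NAD/arsenate coupling and diaphorase/resazurin added. Fluorescence read after 20 min at RT, 525/598 nm.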
AmpC no deterg: AmpC beta-lactamase inhibition without detergent. P00811. AmpC nitrocefin hydrolysis, absorbance 480 nm, 0.0001% Triton. Potency, µM (titrated, usually from 57.1 µM), inactives show top-dose activity change, negative = inhibition, hits mostly inhibitors. hit rate 0.52% among 330,000;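 also: potency is read from the fitted curve at half-maximal effect; plate controls were no compound for no effect and no enzyme for full effect; nearly all actives have a fitted effect of over 20% in size; some results filed as inactive show a strong effect at the top dose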
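20 mM phosphate pH 7.0 + 0.01% (detergent screen) or 0.0001% Triton X-100; 5.3 nM AmpC reagent; cpd preinc 15 min RT; nitrocefin (800 uM stock) to start; A480 q20 s × 4 min; Activity was normalised to no-enzyme and no-compound control wells.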
HCMV antiviral: blocks human cytomegalovirus replication; HFF cells, HCMV-luciferase reporter, 72 h; hits give low values; activity change, negative = inhibition, % at 57.5 µM; hit rate 4.5% among 410,000; in the data active = activity change below about -60%; inconclusive = no clear call, values can overlap the other calls; inactive = above about -39%; also: % is scaled to controls: 0 for no effect and ±100 for the full control effect
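Luciferase read-out from HCMV-luciferase-infected HFFs (MOI 1 PFU/cell) 72 h post infection at 37C; compounds added after 16 h cell attachment; activity normalized between buffer-only basal and Salinomycin (10uM) inhibitor controls.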
Shiga toxin inh: blocks Shiga toxin action in Vero cells; AID 2315; hit rate 9.2% among 290,000; inhibition, % at 38.7 µM; Vero cells, Shiga toxin protein synthesis inhibition reporter; in the data active = inhibition mostly above about 28%, no sharp cut-off; inactive = mostly below about 43%; also: 0% is about no effect
AMA1-RON2 inh: inhibitors of Plasmodium falciparum AMA1-RON2 interaction; AlphaScreen AMA1-biotinylated RON2 peptide binding; Potency, µM (doses to about 58.2 µM), for the others: at the top dose activity change, negative = inhibition, usual class: inhibitors; AID 720542; hit rate 0.2% among 360,000;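 also: potency is read from the fitted curve at half-maximal effect; 0% = vehicle wells and -100% = peptide control; nearly all actives have a fitted effect of over 45% in size; some results filed as inactive show a strong effect at the top dose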
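AMA1 (3D7) with his tag at 25 nM final met compounds first, then biotinylated RON2 peptide at 25 nM; detection used donor plus acceptor beads, 10 µg/mL apiece, read by AlphaScreen after 30 min at room temperature.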
Cycloheximide cs: affects cycloheximide protein synthesis inhibition readout, counter-screen; cell reporter, cycloheximide protein synthesis inhibition counterscreen; max response, %; hit rate 12% among 300,000; AID 2314; in the data active = max response mostly above about 13%, no sharp cut-off; inactive = mostly below about 14%; also: read at 38.3 µM for the half of the compounds with a filed dose; 0% is about no effect
* marks the source's active call; other numbers are inactive results; & = joins results of further samples; [ ] = another dose, or the depositor's remark. Unless noted, calls follow the shape of the dose curve; as a rule, active = well fitted curve in the direction sought with a large enough effect; inconclusive = small, poorly fitted or top-dose-only effect, or another doubt; inactive = no such curve, though single readings can be large; an effect the other way counts as inactive or inconclusive.

For CCOC(=O)/C(C#N)=C/c1cn(CCC(=O)O)nc1-c1ccccc1 the results were AmpC detergent -7%, FBPA Giardia inh 23%, AmpC no deterg -8%, HCMV antiviral -17, Shiga toxin inh -13, AMA1-RON2 inh -2% and Cycloheximide cs -4.
For Cc1onc(-c2ccccc2)c1C(=O)Nc1ncc([N+](=O)[O-])s1 the results were AmpC detergent 2%, AmpC no deterg -36%, HCMV antiviral -96*, Shiga toxin inh 32, AMA1-RON2 inh 0% and Cycloheximide cs -2.
`CC(=O)NC1=C(NC2CCS(=O)(=O)C2)C(=O)c2ccccc2C1=O` (stereo unspecified) gave AmpC detergent 3%, FBPA Giardia inh inconclusive, AmpC no deterg -7%, HCMV antiviral -12, Shiga toxin inh -32, AMA1-RON2 inh -8% and Cycloheximide cs 7.
For Nc1ccc(NC2C[C@@H](C(=O)O)NC2=O)cc1 (stereo partly specified) the results were AmpC detergent -15%, FBPA Giardia inh -16%, AmpC no deterg -7%, HCMV antiviral -17, Shiga toxin inh 8, AMA1-RON2 inh 12% and Cycloheximide cs -3.
CCN(CC)CCCNc1nc(N)c([N+](=O)[O-])c(N2CCCCCC2)n1 was read as AmpC detergent -2%, FBPA Giardia inh 4%, AmpC no deterg -10%, HCMV antiviral 46, Shiga toxin inh -17, AMA1-RON2 inh -3% and Cycloheximide cs -4.
`CC(C)N(O)C(=O)NC(C)(C)C` gave AmpC detergent inconclusive, FBPA Giardia inh 8%, AmpC no deterg -9%, HCMV antiviral 34, Shiga toxin inh -6, AMA1-RON2 inh -5% and Cycloheximide cs 1.
For CCOc1cc(/C=C2\NC(=S)N(c3c(C)n(C)n(-c4ccccc4)c3=O)C2=O)ccc1O the results were AmpC detergent -7%, FBPA Giardia inh -27%, AmpC no deterg -28%, HCMV antiviral -33, Shiga toxin inh -8, AMA1-RON2 inh 28% and Cycloheximide cs -1.
For O=C(Nc1cccc([N+](=O)[O-])c1)N1CCc2ccccc2C1 the results were AmpC detergent inconclusive, FBPA Giardia inh -8%, AmpC no deterg -36%, HCMV antiviral -66*, Shiga toxin inh 89*, AMA1-RON2 inh -7% and Cycloheximide cs 51*.
For NC1=NC(=O)/C(=C/c2cc(Br)c(O)c(Br)c2)S1 the results were AmpC detergent -3%, FBPA Giardia inh -15%, AmpC no deterg -25%, HCMV antiviral -33, Shiga toxin inh 108, AMA1-RON2 inh -4% and Cycloheximide cs 35.
Screening CC1CCN(CCNC(=O)C2CCCN(S(=O)(=O)c3cccc4nonc34)C2)CC1 (stereo unspecified) returned AmpC detergent inconclusive, FBPA Giardia inh -9%, AmpC no deterg -15%, HCMV antiviral -6, Shiga toxin inh -10, AMA1-RON2 inh 28% and Cycloheximide cs 1.

Taken from the entries so far, 2 compounds:
For NC1=NC(=O)/C(=C/c2cc(Br)c(O)c(Br)c2)S1 the results were AmpC detergent -3%, FBPA Giardia inh -15%, AmpC no deterg -25%, HCMV antiviral -33, Shiga toxin inh 108, AMA1-RON2 inh -4% and Cycloheximide cs 35.
Screening CC1CCN(CCNC(=O)C2CCCN(S(=O)(=O)c3cccc4nonc34)C2)CC1 (stereo unspecified) returned AmpC detergent inconclusive, FBPA Giardia inh -9%, AmpC no deterg -15%, HCMV antiviral -6, Shiga toxin inh -10, AMA1-RON2 inh 28% and Cycloheximide cs 1.

Continued:
For COCCCN(CCCN)Cc1ccco1 the results were AmpC detergent -12%, FBPA Giardia inh 3%, AmpC no deterg 66%[activator], HCMV antiviral -12, Shiga toxin inh 2, AMA1-RON2 inh 7% and Cycloheximide cs 4.
Screening Cc1cc(C)c2sc(N(CCCN(C)C)C(=O)COc3ccc(Cl)cc3)nc2c1 returned AmpC detergent -11%, FBPA Giardia inh -6%, AmpC no deterg 113%[activator], HCMV antiviral 9, Shiga toxin inh -14, AMA1-RON2 inh inconclusive and Cycloheximide cs -9.
Screening O=C(CCS(=O)(=O)c1ccccc1)Nc1ccc(S(=O)(=O)Nc2ncccn2)cc1 returned AmpC detergent inconclusive, FBPA Giardia inh 0%, AmpC no deterg -3%, HCMV antiviral inconclusive, Shiga toxin inh 5, AMA1-RON2 inh 8% and Cycloheximide cs -3.
Screening CC(C)(C)c1cc(C2=CSC3=NCCN23)cc(C(C)(C)C)c1O returned AmpC detergent inconclusive, FBPA Giardia inh inconclusive, AmpC no deterg 162%, AMA1-RON2 inh -7% and Cycloheximide cs -4.
Screening C=CCN(CC(=O)NCc1ccc(OC)cc1)C(=O)c1csnn1 returned AmpC detergent -2%, FBPA Giardia inh 0%, AmpC no deterg -12%, HCMV antiviral 12, Shiga toxin inh -10, AMA1-RON2 inh -9% and Cycloheximide cs -2.
`Cc1ccc(C(C(=O)NCC2CCCO2)N(C(=O)c2snc(C(N)=O)c2N)c2ccccc2)o1` (stereo unspecified) gave AmpC detergent -16%, FBPA Giardia inh -1%, AmpC no deterg 61%[activator], HCMV antiviral -7, Shiga toxin inh -20, AMA1-RON2 inh 3% and Cycloheximide cs -4.
`Cc1ccc(NC(=O)CCc2c[nH]c3ccccc23)nc1` gave AmpC detergent inconclusive, AmpC no deterg -34%, HCMV antiviral -74*, Shiga toxin inh 35*, AMA1-RON2 inh -4% and Cycloheximide cs 11*.
For O=S(=O)(O)c1cc(O)c2c(O)c(N=Nc3cc(Cl)ccc3O)c(S(=O)(=O)O)cc2c1 the results were AmpC detergent -9%, FBPA Giardia inh inconclusive, AmpC no deterg -34%, Shiga toxin inh -1, AMA1-RON2 inh -27% and Cycloheximide cs -3.
For O=C(Oc1ccc2ccc(=O)oc2c1)c1ccc([N+](=O)[O-])cc1 the results were AmpC detergent 4%, FBPA Giardia inh -4%, AmpC no deterg -20%, HCMV antiviral 6, Shiga toxin inh 25, AMA1-RON2 inh -3% and Cycloheximide cs -2.
For O=C1CCc2cc(S(=O)(=O)NCc3ccc(Cl)cc3)cc3c2N1CC3 the results were AmpC detergent -5%&16%, AmpC no deterg -19%, HCMV antiviral -5&17 and AMA1-RON2 inh 13%.
For CC1CC(C)(C)Nc2ccc(N=O)cc21 (stereo unspecified) the results were AmpC detergent 5%, FBPA Giardia inh inconclusive, AmpC no deterg -18%, HCMV antiviral -60*, Shiga toxin inh 79*, AMA1-RON2 inh -12% and Cycloheximide cs 51*.
Screening O=C(NC(=O)c1ccccc1)Nc1ccccc1O returned AmpC detergent 2%, FBPA Giardia inh -1%, AmpC no deterg -20%, HCMV antiviral 135, Shiga toxin inh 105*, AMA1-RON2 inh 70%[activator] and Cycloheximide cs 39*.
For COc1ccc(CCn2c(-c3cc([N+](=O)[O-])cc([N+](=O)[O-])c3)nc3nc4ccccc4nc32)cc1OC the results were AmpC detergent 4%, FBPA Giardia inh 1%, AmpC no deterg -28%, HCMV antiviral -31, Shiga toxin inh -3, AMA1-RON2 inh 10% and Cycloheximide cs -2.
COc1ccccc1OCCSc1nc2ccc([N+](=O)[O-])cc2s1 was read as AmpC detergent -6%, FBPA Giardia inh -2%, AmpC no deterg -31%, HCMV antiviral 17, Shiga toxin inh -11, AMA1-RON2 inh inconclusive and Cycloheximide cs 10*.
`O=C(Nn1cnc2ccccc2c1=O)c1ccccc1[N+](=O)[O-]` gave AmpC detergent 3%, FBPA Giardia inh 4%, AmpC no deterg -13%, HCMV antiviral 24, Shiga toxin inh 22, AMA1-RON2 inh 5% and Cycloheximide cs 24.
Screening CCN1CCN(C(=O)c2cc3c(=O)oc4ccc(C)cc4c3s2)CC1 returned AmpC detergent 6%, FBPA Giardia inh 6%, AmpC no deterg -9%, HCMV antiviral 10, Shiga toxin inh -2, AMA1-RON2 inh -1% and Cycloheximide cs -1.
Screening COc1ccc(S(=O)(=O)N(C)c2ccc(C(=O)N3CCOCC3)cc2)cc1 returned AmpC detergent inconclusive, FBPA Giardia inh 6%, AmpC no deterg 8%, HCMV antiviral 11, Shiga toxin inh 9, AMA1-RON2 inh 4% and Cycloheximide cs 0.
Screening CC1SCC(NC(=O)c2ccccc2Cl)CS1 (stereo unspecified) returned AmpC detergent -5%, FBPA Giardia inh 3%, AmpC no deterg -6%, HCMV antiviral 16, Shiga toxin inh 74*, AMA1-RON2 inh -11% and Cycloheximide cs 53*.
`COc1ccc(C(=O)N/C(=C\c2ccc(OC)c(OC)c2)C(=O)N2CCCCC2)cc1` gave AmpC detergent 3%, FBPA Giardia inh 1%, AmpC no deterg 107%[activator], HCMV antiviral -13, Shiga toxin inh -15, AMA1-RON2 inh 1% and Cycloheximide cs -3.
For Cn1c(SCc2ccccn2)nnc1-c1ccncc1 the results were AmpC detergent -6%, FBPA Giardia inh -15%, AmpC no deterg -24%, HCMV antiviral -3, Shiga toxin inh 2, AMA1-RON2 inh -4% and Cycloheximide cs 30.
`CSc1cccc(NC(=O)CN(C)S(=O)(=O)c2ccc(C)cc2)c1` gave AmpC detergent inconclusive, FBPA Giardia inh -9%, AmpC no deterg -21%, HCMV antiviral -13, Shiga toxin inh -5, AMA1-RON2 inh -3% and Cycloheximide cs -7.
CCOc1ccc(NC(=O)CSc2ccc(-c3ccccn3)nn2)cc1 was read as AmpC detergent -4%, FBPA Giardia inh 5%, AmpC no deterg -10%, HCMV antiviral -27, Shiga toxin inh -10, AMA1-RON2 inh -28% and Cycloheximide cs 1.
`CCCCOc1ccc(-c2c(C(=O)Nc3ccccc3)c(C)[nH]c(=S)c2C#N)cc1` gave AmpC detergent 5%, FBPA Giardia inh 21%, AmpC no deterg -59%, HCMV antiviral 41, Shiga toxin inh 20, AMA1-RON2 inh 95%[activator] and Cycloheximide cs 9.
`Oc1[nH]c2ccccc2c1/C=N/c1nccs1` gave AmpC detergent -8%, FBPA Giardia inh 0%, AmpC no deterg 56%, HCMV antiviral 88, Shiga toxin inh 51, AMA1-RON2 inh 1% and Cycloheximide cs 28*.
Screening COc1ccc(Cl)c2sc(N3CCN(C(C)=O)CC3)nc12 returned AmpC detergent inconclusive, FBPA Giardia inh 11%, AmpC no deterg 145%[activator], HCMV antiviral 2, Shiga toxin inh -10, AMA1-RON2 inh 3% and Cycloheximide cs 1.
N#Cc1ccccc1 was read as AmpC detergent -2%, AmpC no deterg 1%, HCMV antiviral 5 and AMA1-RON2 inh -1%.

Looked up by compound from the entries so far (3):
Screening COc1ccc(Cl)c2sc(N3CCN(C(C)=O)CC3)nc12 returned AmpC detergent inconclusive, FBPA Giardia inh 11%, AmpC no deterg 145%[activator], HCMV antiviral 2, Shiga toxin inh -10, AMA1-RON2 inh 3% and Cycloheximide cs 1.
`Oc1[nH]c2ccccc2c1/C=N/c1nccs1` gave AmpC detergent -8%, FBPA Giardia inh 0%, AmpC no deterg 56%, HCMV antiviral 88, Shiga toxin inh 51, AMA1-RON2 inh 1% and Cycloheximide cs 28*.
N#Cc1ccccc1 was read as AmpC detergent -2%, AmpC no deterg 1%, HCMV antiviral 5 and AMA1-RON2 inh -1%.

Screens from PubChem.
